# GAA850 FXN act = activators of GAA850 frataxin (FXN) promoter; hit rate 0.56% among 360,000; HEK293 lucGAA850 FXN promoter luciferase reporter, 24 h; percent of 10 µM SAHA response; activation, % at 6 µM; AID 540364;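 active = activation above the average of all compounds screened plus 3 SD, cutoff fixed separately per campaign, cut at about 7.5% in these data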;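 also: 0% = DMSO wells and 100% = 10 µM SAHA wells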
# hcDAF-12 act = activates DAF-12 receptor from parasite H. contortus. HEK293 hcDAF-12 lit1-tk-luc reporter, luminescence; 0% DMSO, 100% Δ7-dafachronic acid. activation, % at 6.8 µM. hit rate 1.4% among 370,000;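 active = activation above the mean of all tested compounds plus 3 SD, cut at about 5.5% in these data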;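 also: 100% = response to 3 µM Δ7-dafachronic acid high control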
# PLC-gamma1 inh = blocks human PLC-gamma1 enzyme activity; P19174; purified PLC-gamma1, fluorogenic substrate, fluorescence; inhibition, % at 12.2 µM; hit rate 0.84% among 370,000; AID 720700; in the data active = inhibition above about 9.5%
# sPLA2-III inh = Blocks human group III sPLA2 activity | Q9NZ20 | QFRET BODIPY PC-A2 liposome hydrolysis, fluorescence | inhibition, % at 12.2 µM | hit rate 0.56% among 370,000 | AID 743126;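 active = inhibition above mean plus 3 SD of compounds lying within the high and low control bounds, cut at about 19% in these data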;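 also: 0% = median of test compound wells and 100% = no enzyme DMSO wells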
# Target sequence (Q9NZ20 whole entry, looked up): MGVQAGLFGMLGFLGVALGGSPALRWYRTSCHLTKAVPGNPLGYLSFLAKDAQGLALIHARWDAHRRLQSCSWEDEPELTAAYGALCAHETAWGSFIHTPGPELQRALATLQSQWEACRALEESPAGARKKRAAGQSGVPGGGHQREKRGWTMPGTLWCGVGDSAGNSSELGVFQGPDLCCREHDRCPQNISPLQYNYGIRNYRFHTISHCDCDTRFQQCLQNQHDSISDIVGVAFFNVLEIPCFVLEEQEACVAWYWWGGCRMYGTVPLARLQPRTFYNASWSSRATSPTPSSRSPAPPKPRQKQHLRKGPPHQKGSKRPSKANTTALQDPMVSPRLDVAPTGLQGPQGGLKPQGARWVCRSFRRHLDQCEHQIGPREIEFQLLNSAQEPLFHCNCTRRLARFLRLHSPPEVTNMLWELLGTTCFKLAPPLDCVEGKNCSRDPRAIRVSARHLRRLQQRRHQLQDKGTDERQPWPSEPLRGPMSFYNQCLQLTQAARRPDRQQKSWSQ
# ADAM17 inh = inhibits human ADAM17; hit rate 0.83% among 370,000; recombinant ADAM17, EDANS/DABCYL FRET peptide cleavage; inhibition, % at 6.95 µM; P78536;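 active = inhibition above the mean of compounds lying between control limits plus 3 SD, set per campaign, cut at about 8.5% in these data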;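 also: 0% = DMSO-only wells as the low control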
# Target sequence (P78536 215-824 limits assumed): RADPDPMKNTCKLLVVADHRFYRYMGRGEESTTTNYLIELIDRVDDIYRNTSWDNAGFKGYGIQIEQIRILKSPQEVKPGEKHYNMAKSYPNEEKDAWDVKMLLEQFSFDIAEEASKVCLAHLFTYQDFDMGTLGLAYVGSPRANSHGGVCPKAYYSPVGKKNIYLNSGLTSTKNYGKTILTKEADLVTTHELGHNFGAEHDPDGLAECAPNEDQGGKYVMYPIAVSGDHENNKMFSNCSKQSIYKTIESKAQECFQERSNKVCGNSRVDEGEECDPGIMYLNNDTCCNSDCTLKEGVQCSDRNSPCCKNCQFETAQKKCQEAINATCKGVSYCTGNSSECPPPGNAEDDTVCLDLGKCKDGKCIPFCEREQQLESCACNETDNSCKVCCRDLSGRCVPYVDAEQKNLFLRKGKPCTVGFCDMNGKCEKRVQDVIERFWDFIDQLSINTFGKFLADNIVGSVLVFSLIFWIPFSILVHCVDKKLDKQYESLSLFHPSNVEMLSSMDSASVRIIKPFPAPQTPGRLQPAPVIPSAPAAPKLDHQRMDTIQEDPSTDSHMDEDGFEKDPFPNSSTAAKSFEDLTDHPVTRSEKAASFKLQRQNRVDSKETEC
# ssDAF12 agonist = activates DAF-12 receptor from parasite S. stercoralis; AID 652126; HEK293 ssDAF-12/GRIP1 lit1-tk-luc reporter, luminescence; % of 3 µM dafachronic acid response; activation, % at 6.8 µM; hit rate 1% among 370,000;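 active = activation above the mean over all tested compounds plus 3 SD, cut at about 0.9% in these data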;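 also: 0% = DMSO-only wells and 100% = 3 µM delta7-dafachronic acid wells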
# DAX1 inh-1 = inhibits human nuclear receptor DAX1. P51843. HEK293 Gal4-DAX1 luciferase reporter, luminescence. inhibition, % at 6.75 µM. hit rate 0.99% among 340,000. AID 504766;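 active = inhibition above the mean over all tested compounds plus 3 SD, cut at about 4.2% in these data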;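 also: 0% = DAX1-transfected cells with DMSO and 100% = empty-vector control cells with DMSO; inhibition shows as a rise in luminescence from relieved DAX1 repression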
# DAX1 inh-2 = blocks DAX1 repression of SF-1 activated StAR promoter. HEK293T StAR-luciferase reporter, SF-1/DAX-1 repression relief. inhibition, % at 6.8 µM. hit rate 1.1% among 370,000. AID 652010;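 active = inhibition above the mean over all tested compounds plus 3 SD, cut at about 3.6% in these data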;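 also: 0% = DAX-1 cells with DMSO and 100% = cells lacking DAX-1 with DMSO; higher inhibition means more luminescence from relief of DAX-1 repression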
# ADAM10 inh = inhibits human ADAM10 | hit rate 0.62% among 370,000 | O14672 | inhibition, % at 7 µM | recombinant ADAM10, EDANS/DABCYL FRET peptide cleavage, 3 h | AID 720582;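 active = inhibition above a per-campaign cutoff equal to the mean of compounds falling between control-based bounds plus 3 SD, cut at about 20% in these data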;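 also: 0% = DMSO wells while the 100% control is not disclosed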
# PLCb3 inh = inhibitors of human phospholipase C beta3; AID 720704; hit rate 0.18% among 370,000; inhibition, % at 12.2 µM; Q01970; Purified PLC-beta3, fluorogenic substrate, fluorescence; in the data active = inhibition above about 11%;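 also: 0% = median of compound wells on plate and 100% = full blocker control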
# hgDAF-12 ag = hgDAF-12 agonism, primary luciferase screen; HEK293 GAL4-hgDAF12 UAS-luciferase reporter, agonist luminescence; normalized to butyrate control; activation, % at 6.8 µM; hit rate 1.8% among 370,000;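 active = activation above a cutoff set at the mean of all screened compounds plus 3 SD, cut at about 10% in these data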;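 also: 0% = DMSO wells and 100% = sodium butyrate wells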
# Starred values were filed as active, the others as inactive; i = inactive; . = not tested or not shown.
SMILES,GAA850 FXN act,hcDAF-12 act,PLC-gamma1 inh,sPLA2-III inh,ADAM17 inh,ssDAF12 agonist,DAX1 inh-1,DAX1 inh-2,ADAM10 inh,PLCb3 inh,hgDAF-12 ag
O=C(CSc1nc2sc3c(c2c(=O)[nH]1)CCC3)NCCO,2.4,-0.9,0.3,1.3,-2.8,-0.8,0.7,-0.2,2.4,-0.5,-1.1
CCN1C(=O)c2n[nH]c(C(=O)OC)c2C1=O,1.5,-0.6,-1.3,-2.4,-3.3,-1.3,0.9,0.1,-3.8,-4.6,1.2
Cc1c(/C=N\NC(=O)c2c[nH]c3ccccc23)cnn1C,2.9,9.4*,1.8,-4.7,2.5,1.7*,-0.4,0.8,7.1,0.6,1.4
COC(=O)c1[nH]c2ccccc2c1CN1CCOCC1,0.7,7.5*,-3.8,2.4,-1.2,-0.5,-1.4,0.3,-1.2,-6.6,2.4
CCOc1cc(/C=C2\C(=O)N(CCC#N)N=C2C)ccc1OCC(N)=O,-2.1,-1.7,3.3,-0.5,-0.7,-1.2,2.5,-0.7,-6.1,-5.6,0.9
Cc1ccc(Sc2nc([N+](=O)[O-])nn2C)cc1,1.7,-0.4,6.9,5.9,-2.6,-1.4,-0.2,0.2,3.7,3.3,-1.0
COc1ccc2sc(-c3ccccc3OC)c(-c3ccc(OC)c(F)c3)c2c1,0.2,-0.2,-3.8,10.1,-1.2,-1.1,0.7,-0.6,6.6,-3.0,1.4
CCN(CC)CCOCCOc1ccc(Cl)c2ccccc12,-0.2,2.1,4.1,-6.5,-1.8,0.2,1.2,0.0,0.7,3.8,-2.5
COc1ccc(OC)c(NC(=O)COC(=O)c2nc(Cl)ccc2Cl)c1,3.2,1.9,1.4,7.1,-6.4,-0.1,1.3,0.4,-5.0,-4.1,0.5
Cc1cccc(NC(=O)CNC(=O)CN2C(=O)NC3(CCCc4ccccc43)C2=O)c1C (stereo unspecified),1.3,-0.4,1.2,-2.5,-4.5,-0.9,1.2,0.4,-1.6,-8.5,2.4
O=C(CCNS(=O)(=O)c1ccccc1)OCc1nc2ccsc2c(=O)[nH]1,0.8,2.3,2.8,-1.4,0.6,-0.6,1.5,3.5,2.1,-4.2,1.2
COc1ccc(C(=O)N2CCC(CCC(=O)Nc3cccc(C)c3)CC2)cc1,-0.3,-1.8,-13.0,-6.5,-5.8,-1.1,0.7,1.2,-1.9,-3.3,1.4
Cc1cc(NC(=O)CCN2CCN(CCO)CC2)ccc1Br,3.7,0.3,1.5,5.2,-2.2,-0.3,-0.8,0.1,16.8,-2.6,-2.2
O=C(CCCSc1nnc(SCCCC(=O)c2ccc(F)cc2)s1)c1ccc(F)cc1,-1.7,-1.9,0.1,-11.5,-4.2,-1.8,-0.2,-0.3,-5.6,0.3,0.2
CCCCCOC(=O)Nc1ccc(S(=O)(=O)Nc2cccc([N+](=O)[O-])c2)cc1,3.0,-4.0,2.1,-71.9,11.0*,-1.3,-1.9,-0.6,26.7*,2.9,-1.0
CCCCNC(=O)C1(C)CCN1C(=O)CSc1ccccc1 (stereo unspecified),-0.4,0.2,5.8,7.4,-1.7,-1.1,.,-0.6,-3.7,-2.8,0.2
CC1CCCCC12NC(=O)N(CC(=O)Nc1ccc(N3CCCCC3)cc1)C2=O (stereo unspecified),-0.3,1.0,4.4,11.4,2.3,-1.3,-1.2,1.1,-2.4,0.0,-0.7
O=[N+]([O-])c1ccc(C=Nc2ccccc2)cc1,.,2.4,-1.1,2.8,-1.3,-0.3,.,-1.2,0.5,4.1,2.4
O=C(COC(=O)C1C2CC3OC(=O)C1C3C2)Nc1ccc(Cl)cc1 (stereo unspecified),-0.4,2.0,1.1,4.7,-5.0,-0.8,0.4,-0.1,-3.8,-6.4,2.2
CCCc1ccc(OCc2nc(-c3ccc(NC(=O)c4ccco4)cc3)no2)cc1,2.7,3.2,-2.6,-16.8,3.3,-0.8,0.5,1.4,2.5,-0.3,8.0
CC1CCc2c(C(=O)Nc3nccs3)csc2C1 (stereo unspecified),5.5,-0.4,6.0,0.6,2.4,-1.3,-0.6,0.4,6.3,2.8,8.0
Cc1ccc(N/N=C/c2ccc(N3CCOCC3)cc2)cc1C,-1.4,0.9,-18.8,-6.2,-4.5,-0.3,-0.3,0.2,-25.9,-27.0,7.3
CCCC[C@H]1C2CC(OC(=O)Nc3ccc(C(F)(F)F)cc3)C(C2)[C@H]2CCCCN21 (stereo partly specified),.,-2.3,1.1,3.0,-7.7,-1.3,.,-0.2,-7.3,-2.1,2.8
CCCCNc1nc2ccccc2nc1NS(=O)(=O)c1cccs1,3.5,-1.7,-11.7,-9.2,-8.0,-1.3,0.8,0.1,-19.4,-16.0,0.7
Cn1cc([N+](=O)[O-])c(C(=O)NCc2cc3cc(Cl)ccc3[nH]2)n1,0.9,0.5,2.0,-2.1,2.2,-1.1,-0.6,-0.8,3.7,0.0,-2.4

# 3 entries already listed, sorted by the value under PLCb3 inh, rising.
canonical_smiles,PLCb3 inh
Cc1ccc(N/N=C/c2ccc(N3CCOCC3)cc2)cc1C,-27.0
COc1ccc(OC)c(NC(=O)COC(=O)c2nc(Cl)ccc2Cl)c1,-4.1
COc1ccc(C(=O)N2CCC(CCC(=O)Nc3cccc(C)c3)CC2)cc1,-3.3

# Next entries.
SMILES,GAA850 FXN act,hcDAF-12 act,PLC-gamma1 inh,sPLA2-III inh,ADAM17 inh,ssDAF12 agonist,DAX1 inh-1,DAX1 inh-2,ADAM10 inh,PLCb3 inh,hgDAF-12 ag
CCOc1ccccc1/C=C(\C(=O)O)c1ccc(S(=O)(=O)N2CCCCC2)s1,0.4,2.2,-63.6,-27.0,-59.2,-0.6,-0.3,1.7,-209.6,-85.5,2.4
Cc1cc(C(=O)NN)c(C)o1,4.7,1.4,2.3,-0.1,-0.9,-0.9,6.2*,0.9,-0.4,0.2,5.2
COc1ccc(CC(N)c2csc(NC(=O)Nc3ccccc3-c3ccccc3)n2)cc1 (stereo unspecified),0.5,-0.3,4.0,11.2,4.2,-1.7,.,-1.6,6.3,1.9,-1.2
COc1ccc(C=O)cc1COc1ccc(Cl)cc1[N+](=O)[O-],3.0,-0.8,-0.4,0.9,-0.4,-1.6,1.8,-0.4,6.8,1.9,0.8
Cc1ccc(OC2CCN(C(=O)C3CCC(=O)N(C4CC4)C3)CC2)cc1 (stereo unspecified),2.6,-1.6,0.3,2.1,-3.3,-0.7,0.3,-1.1,0.1,-2.4,0.6
CCOc1ccc(S(=O)(=O)NCCCn2ccnc2)cc1,2.8,-0.4,1.4,-9.9,1.8,-1.5,0.3,-0.6,4.0,-3.9,1.3
CCn1nnnc1SCC(=O)Nc1ccc(OC)cc1,1.0,2.0,2.7,-4.7,-0.6,-0.4,3.5,-0.5,2.9,3.0,1.5
NC(=O)Cn1c(=O)n(CCCC(=O)NC2CCN(Cc3ccccc3)CC2)c(=O)c2ccccc21,-1.3,0.5,-1.0,2.2,-1.9,-1.2,1.2,-0.6,1.2,0.3,1.1
Cc1noc(C)c1NC(=O)Nc1cccc2c1O[C@@H](CN(C)C(=O)Nc1ccc3c(c1)OCO3)[C@@H](C)CN([C@H](C)CO)C2=O,-1.8,1.6,-2.1,-1.3,-2.4,-0.5,1.6,-0.1,-5.5,-2.9,0.3
Clc1ccccc1-c1ncc2ccccn12,2.1,1.6,-41.3,4.2,-36.4,-0.6,0.0,0.6,-105.3,-66.8,7.5
Cc1ccc(CNC(=O)c2cn(C)c3ccc(S(=O)(=O)N4CCOCC4)cc3c2=O)cc1,-0.5,-1.0,-2.1,0.8,3.1,-0.3,0.8,0.4,1.9,-4.2,2.8
Cc1ccc(S(=O)(=O)N2CCCCC2)cc1C(=O)Nc1ccc(S(=O)(=O)Nc2ncccn2)cc1,1.7,-0.3,7.5,-3.0,3.2,-0.7,0.5,1.0,9.8,-3.9,-2.4
CCCCn1nnnc1C1(C)CCC(=O)N1CCCn1ccnc1 (stereo unspecified),.,2.3,2.1,-1.5,-1.2,-0.4,.,-0.7,-3.1,3.5,-4.2
O=C(NNC(=O)c1ccc(F)c(S(=O)(=O)N2CCOCC2)c1)c1ccc([N+](=O)[O-])cc1,-0.8,1.5,0.2,5.4,-0.8,-1.8,0.4,0.8,-10.4,0.9,0.8
NC(=O)C[C@@H]1NC(=O)c2cc([N+](=O)[O-])cc(F)c2NCCCC[C@@H](C(N)=O)NC(=O)[C@H](CO)NC1=O,.,-1.1,5.5,5.3,-3.4,-0.6,.,-0.4,-0.5,-0.6,1.1
NS(=O)(=O)c1ccc(CCNC(=O)c2ccc(Cn3c(=O)[nH]c4ccccc4c3=O)cc2)cc1,1.0,-0.8,1.2,-14.5,-2.8,-1.0,-0.1,0.2,-1.5,-4.8,-0.7
CCN(CC)S(=O)(=O)c1cc(NC(=O)C2CSC3(C)CCC(=O)N23)ccc1C (stereo unspecified),-1.4,-1.3,-1.8,5.8,-6.6,-1.0,-0.6,-0.8,-5.7,-8.3,1.7
CC(=O)c1c(C)[nH]c(C(=O)OCc2nnc(-c3ccccc3)o2)c1C,2.9,-3.7,-1.9,-9.9,-4.9,-1.7,-1.3,-1.4,-2.1,-4.7,-3.1
O=C(CSc1nnnn1-c1ccc2c(c1)OCCO2)c1cccc2c1OCCO2,1.4,0.2,-0.5,-10.1,-2.4,-1.1,1.8,0.7,-7.8,2.3,1.1
Cc1ccccc1-n1nnnc1SC(C)C(=O)Nc1ccc(N2CCN(C)CC2)cc1 (stereo unspecified),1.2,-1.8,-5.1,-11.5,-2.7,-1.5,0.0,-2.4,1.7,-10.8,4.6
CC(C)(C)NC(=O)CSc1ncnc2c1cnn2-c1ccccc1,-0.9,-0.2,0.1,-2.8,-2.0,-1.7,-2.6,-1.0,1.6,-4.1,0.1
CCN(CC)CCCNc1nc2ccccc2[nH]1,1.6,0.2,-3.4,-6.4,0.0,-1.1,0.3,-0.4,-5.0,1.2,-2.5
O=C(NC(N1CCOCC1)C(Cl)(Cl)Cl)c1ccccc1Cl (stereo unspecified),1.0,0.8,-0.1,-0.4,-3.7,-0.6,2.5,-0.4,3.8,1.0,-1.4
O=C(O)c1c2c(nc3ccccc13)/C(=C/c1c(F)cccc1F)CCC2,2.3,2.3,-18.9,-5.4,-16.8,-0.9,-0.3,-0.1,-30.4,-24.6,-0.1
COc1ccc(NC(=O)Nc2ccc3c(c2)OCO3)c(C)c1,2.3,0.7,2.2,-0.5,-0.3,-0.5,1.2,4.4*,5.7,-1.0,8.9
CCCCCNC(=O)CCc1ccccc1,-0.6,-0.3,0.8,8.6,-4.4,-1.0,1.6,-1.1,-7.8,-3.4,0.0
Cc1cccc(-c2cccc3[nH]c4c(c23)CCN2C(=O)[C@H]3[C@H](C)ON(C)[C@H]3C[C@@H]42)c1,.,-2.9,-362.3,-9.7,-122.6,-0.9,.,-0.2,-379.8,i,-2.5
CN(C)C(CNC(=O)c1ccc(Cl)c(S(=O)(=O)N2CCCCCC2)c1)c1ccccc1 (stereo unspecified),-4.2,-4.4,1.8,7.0,-1.6,-2.1,-1.4,-6.6,-17.0,-9.2,-5.6

# High-throughput results deposited in PubChem by The Scripps Research Institute Molecular Screening Center.
